Source: PubChem
NCOA2 inhibitor: human SRC2 (NCOA2) inhibition. Q15596. HEK293 GAL4-SRC2 luciferase reporter, luminescence. inhibition, % at 9 µM. 370,000 tested, 0.17% active. AID 651957;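 active = inhibition above the mean inhibition of all tested compounds plus 3 SD, set per campaign, cut at about 52% in these data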;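 also: 0% = DMSO treated cells and 100% = cells given Gossypol at 36 µM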
NCOA3 inh: inhibits human SRC3 coactivator | inhibition, % at 3.6 µM | 360,000 tested, 0.17% active | HEK293 GAL4-SRC3 luciferase reporter, luminescence | AID 588352 | Q9Y6Q9;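 active = inhibition above a per-campaign cutoff, the mean of all compounds plus 3 SD, cut at about 60% in these data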;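 also: 0% = DMSO-treated cells and 100% = gossypol-treated cells at 36 µM; higher means less SRC3-driven luciferase light from the GAL4 reporter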
Exocytosis inh: blocks lytic granule exocytosis; TALL-104 LAMP-1 surface exposure, flow cytometry; cells stimulated with thapsigargin and PMA; AID 651702; 360,000 tested, 0.66% active; inhibition, % at 10 µM;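 active = inhibition above about 55%, limit read from the data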
NCOA1 inh: human NCOA1 inhibition. Q15788. HEK293 GAL4-SRC1 luciferase reporter, luminescence. inhibition, % at 3.6 µM. 360,000 tested, 0.12% active. AID 588354;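 active = inhibition above the campaign mean plus 3 SD, with each screening campaign given its own cutoff, cut at about 60% in these data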;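 also: 0% = DMSO treated cells and 100% = gossypol at 36 µM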
TLR9-MyD88 block: blocks human TLR9 binding to MyD88; inhibition, % at 4.98 µM; AID 504734; Q9NR96+Q99836; CHO BLA complementation TLR9-MyD88, CCF4 FRET ratio; 340,000 tested, 0.21% active;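 active = inhibition above the mean over all tested compounds plus 3 SD, cut at about 21% in these data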;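 also: 0% = DMSO only wells and 100% = clavulanate BLA inhibitor control wells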
TROY NFkB inh: TROY signaling inhibition. 360,000 tested, 0.98% active. Q293 LMP1-TROYcd NF-kB luciferase reporter, 4 h. AID 1347056. inhibition, % at 10 µM;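 active = compounds whose plate-normalised and pattern-corrected inhibition of the luciferase reporter signal at the single screening dose is 50% or more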
NR5A2 inv ag: NR5A2 inverse agonism in reporter assay; inhibition, % at 3.6 µM; HEK293T StAR-luciferase reporter, LRH-1 transfected, 24 h; 360,000 tested, 0.13% active; O00482; AID 602396;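 active = inhibition above the mean inhibition of all tested compounds plus 3 SD, cut at about 73% in these data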;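 also: 0% = DMSO wells and 100% = reporter-only cells lacking LRH-1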
ABHD5-PLIN5 inh: blocks binding of human ABHD5 to perilipin-5. Split G. princeps luciferase complementation, luminescence, 4 h. 360,000 tested, 0.78% active. AID 602281. inhibition, % at 4 µM;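 active = inhibition above the mean inhibition across every tested compound plus 3 SD, cut at about 22% in these data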;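 also: 0% = DMSO only wells and the 100% control is not disclosed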
NOD2 RIPK2 PPI: NOD2-RIPK2 protein interaction inhibition; O43353; CHO BLA complementation NOD2-RIPK2, CCF4 ratio; inhibition, % at 4.98 µM; 360,000 tested, 0.38% active; AID 624267; in the data active = inhibition above about 21%;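 also: 0% = vehicle only and 100% = reference blocker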
COUP-TFII inh: blocks human COUP-TFII nuclear receptor | AID 686940 | P24468 | 370,000 tested, 0.7% active | HEK293T NGFI-A luciferase reporter, luminescence | inhibition, % at 8.6 µM;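 active = inhibition above a per-plate cutoff, mean inhibition of test wells between control levels plus 3 SD, cut at about 38% in these data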;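 also: cells cotransfected with COUP-TFII expression vector driving the NGFI-A reporter; 0% = median of COUP-TF2 test wells and 100% = reporter-only cells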
TWEAK-Fn14 inh: TWEAK-Fn14 signaling inhibition; TWEAK-stimulated Fn14 reporter cells, luciferase luminescence, 8 h; inhibition, % at 10 µM; 360,000 tested, 2% active; AID 1159606; in the data active = inhibition above about 50%
Numbers without * were called inactive; · = not tested or not shown. The list is partial; rates above refer to the full screens.

SMILES	NCOA2 inhibitor	NCOA3 inh	Exocytosis inh	NCOA1 inh	TLR9-MyD88 block	TROY NFkB inh	NR5A2 inv ag	ABHD5-PLIN5 inh	NOD2 RIPK2 PPI	COUP-TFII inh	TWEAK-Fn14 inh
C/C=C(\C)C(=O)N[C@@H](c1ccccc1)[C@@H](O)C(=O)O[C@H]1C[C@@]2(O)[C@@H](OC(=O)c3ccccc3)C3[C@](C)(C(=O)[C@H](OC(C)=O)C(=C1C)C2(C)C)[C@@H](O)C[C@H]1OC[C@@]31OC(C)=O (stereo partly drawn)	-17	17	-7	9	·	22	26	-5	3	7	28
COC(=O)c1nc(-c2ccc3c(n2)C(=O)C(N)=C(OC)C3=O)c(N)c(-c2ccc(OC)c(OC)c2O)c1C	1	-37	4	-5	-14	27	1	25*	3	4	-3
O=c1[nH]c(=S)n(-c2ccc(Cl)cc2)c(O)c1C=Nc1ccc(N2CCOCC2)cc1	-16	5	1	-50	-3	23	3	-25	12	-3	0
OC(CCNCCc1c[nH]c2ccccc12)C(F)(F)Cl (stereo not drawn)	-9	7	0	-4	-3	4	0	2	-6	-16	4
Cc1ccnc(-n2c(-c3ccccc3)nc3ccccc3c2=O)c1	15	-3	16	-8	2	-26	27	-5	3	-9	26
C/C(CC(c1ccccc1)c1c(O)c2ccccc2oc1=O)=N\Nc1ccc([N+](=O)[O-])cc1[N+](=O)[O-] (stereo not drawn)	12	14	0	-46	-6	5	10	-4	-3	3	12
CSCCC(N=Cc1c(O)n(-c2ccc(Cl)cc2)c(=O)[nH]c1=O)C(=O)OC(C)(C)C (stereo not drawn)	-8	-4	-5	4	-4	-3	-39	-4	-8	9	7
COc1ccc(OC)c(C(O)C(C)N)c1 (stereo not drawn)	0	-19	-1	5	-3	1	5	0	-7	3	11
CCc1ccc(-n2c(O)c(/C=N/NC(=O)c3ccncc3)c(=O)[nH]c2=O)cc1	-9	7	-6	0	5	-11	-12	-1	3	-7	-7
ON1C2CCCCC2N(O)C1c1ccccc1 (stereo not drawn)	10	6	-1	-10	-7	-18	7	2	-4	7	9
CC(=O)Nc1ccccc1C(=O)OCC(=O)c1cccc2ccccc12	6	-13	2	1	-8	-8	-14	3	1	6	22
NC(=O)c1ccc(OCCC(O)N2CC=C(c3ccc(F)cc3)CC2)cc1 (stereo not drawn)	-2	17	12	2	-5	5	-9	4	-9	-5	-2
COC(=O)C1=C(c2ccccc2OCc2ccccc2)C[C@@H]2CC[C@H]1N2C(=O)NCCOc1ccccc1	20	5	22	9	-9	-9	-18	0	-9	-7	19
COC(=O)C1=C(c2ccc(F)cc2OCc2ccccc2)C[C@@H]2CC[C@H]1N2C(=O)NCCOc1ccc(OC)cc1	11	4	-2	1	-20	6	-3	-1	-15	-2	29
O=C(NCC(c1cccnc1)N1CCN(c2ccccc2F)CC1)Oc1ccccc1 (stereo not drawn)	-9	-5	1	12	-1	-12	6	0	1	3	35
Cn1cccc1/C=C1\C(=O)NC(=O)N(Cc2ccco2)C1=O	18	-28	-2	5	-7	2	-5	4	1	15	23
O=C1C2CCCN2C(c2cccs2)N1c1ccccn1 (stereo not drawn)	-18	10	-2	0	-4	-3	0	-2	-1	-9	3
CCc1ccc(-c2nn(Cc3ccccc3)cc2C=O)cc1	-62	-115	0	-108	2	-23	-140	-8	-3	-47	-18
C[C@]12CCC3C(CCC4=C/C(=N/OCC(=O)NC(CCC(N)=O)C(=O)O)CC[C@@]43C)C1CCC2O (stereo partly drawn)	-28	9	-4	-5	7	-2	3	-9	5	-8	4
COc1cc(OC)cc(C(=O)Nc2ccc(Br)cc2C(=O)c2ccccc2)c1	4	-1	12	11	2	-1	17	-2	-2	-2	1
CC(C)(C)C(=O)Nc1ccc(S(=O)(=O)N2CC3CC(C2)c2cccc(=O)n2C3)cc1 (stereo not drawn)	0	-2	-1	-4	5	7	5	1	-3	-25	-3
CCc1ccc(OCCCN=C(C)c2c(O)n(C)c(=O)n(C)c2=O)cc1	8	0	-1	9	10	3	-21	-1	4	9	24
NC(=S)N/N=C/c1coc2ccccc2c1=O	7	10	8	1	2	-11	10	-2	4	10	7
c1ccc2c(c1)CN(Cc1ccc3c(c1)OCO3)Cc1cnnn1-2	4	-11	4	8	4	8	8	-6	5	1	5
Cc1ccc2c(c1)Oc1ccccc1N=C2	-20	2	-4	6	12	-11	-2	3	-10	-4	9

In the list so far, these contain a tert-butyl group.
SMILES	NCOA2 inhibitor	NCOA3 inh	Exocytosis inh	NCOA1 inh	TLR9-MyD88 block	TROY NFkB inh	NR5A2 inv ag	ABHD5-PLIN5 inh	NOD2 RIPK2 PPI	COUP-TFII inh	TWEAK-Fn14 inh
CSCCC(N=Cc1c(O)n(-c2ccc(Cl)cc2)c(=O)[nH]c1=O)C(=O)OC(C)(C)C (stereo not drawn)	-8	-4	-5	4	-4	-3	-39	-4	-8	9	7
CC(C)(C)C(=O)Nc1ccc(S(=O)(=O)N2CC3CC(C2)c2cccc(=O)n2C3)cc1 (stereo not drawn)	0	-2	-1	-4	5	7	5	1	-3	-25	-3

More structures follow.
SMILES	NCOA2 inhibitor	NCOA3 inh	Exocytosis inh	NCOA1 inh	TLR9-MyD88 block	TROY NFkB inh	NR5A2 inv ag	ABHD5-PLIN5 inh	NOD2 RIPK2 PPI	COUP-TFII inh	TWEAK-Fn14 inh
COc1ccc(C2=NS(=O)(=O)N(C)C(C(=O)N3CCC4(CC3)OCCO4)=C2)cc1OC	1	-4	0	20	0	7	19	0	2	22	-21
O=P1(Oc2ccccc2)OCCCS1 (stereo not drawn)	0	23	-6	-6	4	14	4	-5	-6	12	-2
C=CCn1c(O)c(/C(C)=N/N2CCN(C)CC2)c(=O)[nH]c1=O	-4	15	-2	14	0	-6	12	5	1	-16	-6
CC(=O)OC1N=C(c2ccccc2Cl)c2cc(Br)ccc2NC1=O (stereo not drawn)	-14	5	5	13	2	-6	7	-4	-9	5	-2
COc1ccc(CN2CCN(C(=O)Cc3ccccc3)CC2)cc1Br	7	10	5	-16	2	-3	3	1	-1	11	-9
COc1ccc(OC)c(N=Cc2c(O)n(Cc3ccccc3)c(=S)[nH]c2=O)c1	13	13	-1	-3	2	-12	12	-4	17	-16	-23
O=C(NCc1cccnc1)NC1CCCCC1	-4	-3	-3	0	7	-14	-26	4	3	-9	-24
CCP(=S)(CC)c1ccc(N(C)C)cc1	14	9	1	8	6	7	15	-3	-1	9	17
COC(=O)C1=C(c2ccc(F)cc2OCc2ccccc2)C[C@@H]2CC[C@H]1N2C(=O)NCc1ccc(C)cc1	-2	-6	20	0	16	21	-5	-4	-12	1	17
COc1ccccc1CNC(=O)CCC(=O)N1C[C@H]2C[C@@H](C1)c1cccc(=O)n1C2	-5	2	-3	3	-6	-1	1	-1	-1	-1	12
C[C@]12CCC3C(CC[C@H]4C[C@@H](O)CC[C@]34C)[C@H]1CC[C@H]2O (stereo partly drawn)	8	0	4	-5	4	7	7	2	7	6	-12
S=P(NC1CCCCC1)(N1CC1)N1CC1	9	-1	19	-6	-3	21	12	-10	3	16	2
CN1CCN(S(=O)(=O)c2ccc(Cl)nc2)CC1	12	11	8	-6	-4	-5	-1	2	1	7	-15
CCC(=O)N1N=C(c2c(O)n(CCc3ccccc3)c(=O)[nH]c2=O)CC1c1ccc(OC)c(OC)c1 (stereo not drawn)	-1	20	-3	-1	·	6	-1	1	-14	-4	-12
CCOC(=O)c1c(C)[nH]c(C(=O)C(Cc2ccccc2)N(C)C)c1C (stereo not drawn)	-41	-39	0	-60	-2	19	-66	1	9	11	-19
O=C(c1ccc2c(c1)OCO2)C1CCCN(Cc2ccc(F)c(F)c2)C1 (stereo not drawn)	12	-25	-5	0	-9	14	-4	-2	-6	-10	-6
CCCCn1c(=O)c(C(=O)Nc2ccccc2Cl)c(O)c2ccccc21	-24	-16	-7	-2	-6	-22	5	-7	-1	-30	5
COc1ccc(C2=NCc3nnc(C)n3-c3ccc(Cl)cc32)cc1Cl	-66	5	-3	-4	5	-18	4	10	-10	-102	-26
Cn1cc(/C=C2\C(=O)NC(=O)N(c3ccccc3)C2=O)c2ccccc21	13	-1	-4	-4	1	11	12	29*	-9	11	19
O=c1c2ccccc2nc(/C=C\c2ccccc2[N+](=O)[O-])n1-c1ccccc1O	21	9	2	-6	-2	2	3	7	-4	4	27
O=C1C=C(N2CC2)c2ccccc2C1=O	-15	-4	0	10	8	12	39	-37	-5	0	-38
CC1N(O)C2CCCCCC2N1O (stereo not drawn)	-6	10	-1	-8	2	4	-13	0	-10	3	-3
CCN(CCNc1ccc([N+](=O)[O-])c2cccnc12)S(=O)(=O)c1ccc(Cl)cc1	10	7	-6	-2	0	2	-4	4	-2	14	-15
CC(=NCCCn1ccnc1)c1c(O)n(C2CCCCC2)c(=O)[nH]c1=O	-17	-20	0	6	1	-7	-11	-4	-13	-16	-4
COC(=O)C1=C(c2ccc(Cl)c(C(F)(F)F)c2)C[C@@H]2CC[C@H]1N2C(=O)N1CCC(C)CC1	·	19	6	0	0	19	-9	11	-10	·	-61
O=c1cccc2n1CC1CC2CN(Cc2ccc3c(c2)OCO3)C1 (stereo not drawn)	13	-28	0	4	-14	18	-21	3	-5	17	21
CC(=O)N1CCC2(CC1)CC(=O)c1cc(OCC(=O)N3CCN(C)CC3)ccc1O2	4	21	-1	-2	4	6	-3	2	5	-12	-3

Taken from above:
Entry for S=P(NC1CCCCC1)(N1CC1)N1CC1 in NOD2 RIPK2 PPI: 3
Entry for COC(=O)C1=C(c2ccc(F)cc2OCc2ccccc2)C[C@@H]2CC[C@H]1N2C(=O)NCc1ccc(C)cc1 in COUP-TFII inh: 1

Whole records from above. Order of values: NCOA2 inhibitor | NCOA3 inh | Exocytosis inh | NCOA1 inh | TLR9-MyD88 block | TROY NFkB inh | NR5A2 inv ag | ABHD5-PLIN5 inh | NOD2 RIPK2 PPI | COUP-TFII inh | TWEAK-Fn14 inh
Listed for `C[C@]12CCC3C(CC[C@H]4C[C@@H](O)CC[C@]34C)[C@H]1CC[C@H]2O` (stereo partly drawn) : 8 | 0 | 4 | -5 | 4 | 7 | 7 | 2 | 7 | 6 | -12
Listed for `O=P1(Oc2ccccc2)OCCCS1` (stereo not drawn) : 0 | 23 | -6 | -6 | 4 | 14 | 4 | -5 | -6 | 12 | -2
Listed for `CC(=O)OC1N=C(c2ccccc2Cl)c2cc(Br)ccc2NC1=O` (stereo not drawn) : -14 | 5 | 5 | 13 | 2 | -6 | 7 | -4 | -9 | 5 | -2
Listed for `CN1CCN(S(=O)(=O)c2ccc(Cl)nc2)CC1` : 12 | 11 | 8 | -6 | -4 | -5 | -1 | 2 | 1 | 7 | -15
Listed for `COc1ccc(C2=NCc3nnc(C)n3-c3ccc(Cl)cc32)cc1Cl` : -66 | 5 | -3 | -4 | 5 | -18 | 4 | 10 | -10 | -102 | -26
